Tau ThT inhib = inhibitors of human tau fibril formation, thioflavin T binding. AID 1460. recombinant tau K18 P301L, heparin-induced fibrillization, ThT fluorescence. Potency, µM (series often up to 57.4 µM), inactives show at the highest dose activity, negative = inhibition, actives largely listed as inhibitors. 270,000 tested, 2.1% active; also: % is scaled to controls: 0 for no effect and ±100 for the full control effect; nearly all actives have a fitted effect of over 55% in size
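Fibril formation assay: tau K18 P301L at 15 uM with trace Alexa 594 label, heparin inducer 20 uM, pH 7 sodium acetate buffer, 37 C for 6 hr; endpoint ThT signal.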
ALDH1A1 inh = ALDH1A1 (human) enzyme inhibition | AID 1030 | P00352 | 220,000 tested, 7.3% active | Potency, µM (series often up to 75.3 µM), without a hit: at the top dose activity, negative = inhibition, usual class: inhibitors | Purified ALDH1A1, NADH fluorescence, propionaldehyde substrate; active = well fitted inhibition curve with a large enough effect, not every such curve was filed as active; inconclusive = small, poorly fitted or top-dose-only effect, or another doubt; inactive = no such curve, though single readings can be large or run the other way;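 also: plate controls were no enzyme wells and a reference inhibitor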
KinaseGlo FLuc = counter-screen: inhibitors of Kinase-Glo firefly luciferase | Q27757 | Kinase-Glo luciferase, ATP luminescence, 8 min | Potency, µM (doses to about 38.3 µM), for inactives: at the highest dose activity change, negative = inhibition, usual class: inhibitors | 200,000 tested, 0.28% active; also: % is scaled to controls: 0 for no effect and ±100 for the full control effect; nearly all actives have a fitted effect of over 60% in size
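Substrate mix (final 50 mM imidazole pH 7.2, 50 mM KCl, 7 mM MgCl2, 10 uM ATP, 0.01% Tween 20, 0.05% BSA) plus pin-tool compound, then Kinase-Glo detection mix; 8 min ambient, luminescence read.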
SMN2 splice up = SMN2 splice variant enhancement; 210,000 tested, 2.8% active; Potency, µM (highest dose often 46.1 µM), inactives show at the top dose activity change, positive = activation, hits mostly activators; HEK293 SMN2-luciferase splicing reporter, luminescence, 30-36 h; AID 1458; also: % of control where 0% means no effect; nearly all actives have a fitted effect of over 55% in size
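HEK293 cells carry an SMN2 minigene-luciferase reporter in which exon 7 inclusion puts luciferase in frame. Cells were seeded at 2000 cells/well, attached for 10-12 hours, then exposed to compounds for 30-36 hours at 37C before ONE-Glo luminescence.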
JMJD2E inh = inhibitors of human JMJD2E histone demethylase. JMJD2E catalytic domain, FDH-coupled NADH fluorescence (FDH is formaldehyde dehydrogenase). AID 2147. 230,000 tested, 1.6% active. Potency, µM (titrated, usually from 57.1 µM), for the others: top-dose activity change, negative = inhibition, usual class: inhibitors. B2RXH2; active = well fitted inhibition curve with a large enough effect, not every such curve was filed as active; inconclusive = small, poorly fitted or top-dose-only effect, or another doubt; inactive = no such curve, though single readings can be large or run the other way;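 also: 0% = wells with enzyme and -100% = buffer wells without enzyme; nearly all actives have a fitted effect of over 50% in size; many of its hits are not listed in these tables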
Target sequence (B2RXH2 1-337 limits assumed): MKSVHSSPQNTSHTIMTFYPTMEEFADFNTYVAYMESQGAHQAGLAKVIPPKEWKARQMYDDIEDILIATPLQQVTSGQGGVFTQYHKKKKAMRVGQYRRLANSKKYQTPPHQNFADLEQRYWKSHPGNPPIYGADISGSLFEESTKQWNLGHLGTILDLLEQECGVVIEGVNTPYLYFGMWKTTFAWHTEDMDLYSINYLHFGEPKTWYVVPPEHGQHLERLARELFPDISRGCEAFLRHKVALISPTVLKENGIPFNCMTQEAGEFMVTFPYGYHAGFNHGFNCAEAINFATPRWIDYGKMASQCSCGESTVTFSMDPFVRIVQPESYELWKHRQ
L3MBTL1 inh = L3MBTL1 (human) inhibition; Q9Y468; AlphaScreen L3MBTL1–H3K9me1 peptide binding; Potency, µM (top dose mostly 57.1 µM), without a hit: at the highest dose activity, negative = inhibition, hits mostly inhibitors; 230,000 tested, 0.66% active; also: % is scaled to controls: 0 for no effect and ±100 for the full control effect; nearly all actives have a fitted effect of over 60% in size
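L3MBTL1 (50 nM) pre-complexed 30 min with biotinylated H3(1-15)K9me1 peptide (75 nM), then compounds added for 30 min at room temperature; AlphaScreen streptavidin donor/nickel chelate acceptor beads (10 ug/mL final) read after 30 min dark incubation.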
LMNA splice mod = changes lamin A minigene splicing in HeLa cells | HeLa LMNA splicing GFP/RFP minigene ratio, 48 h | Potency, µM (titrated, usually from 46.1 µM), without a hit: at the top dose ratio change, negative = inhibition, hits mostly inhibitors | 200,000 tested, 0.01% active; active = well fitted inhibition curve with a large enough effect in the signal ratio, with a control signal flat, not every such curve was filed as active; inconclusive = small, poorly fitted or top-dose-only effect, or effect the other way, or a change in a side signal; the % refers to the signal ratio; also: % is scaled to controls: 0 for no effect and ±100 for the full control effect
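S3 HeLa cells stably expressing lamin A-EGFP splicing minigene plus DsRed2, 600 cells/well, 48 h compound exposure at 37C. Laser-scanning cytometry; analysed as GFP (500-530 nm)/RFP (575-640 nm) total intensity ratio; 0.5% DMSO vehicle.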
RECQ1 inh = inhibitors of human RECQ1 DNA helicase; P46063; RECQ1 DNA unwinding, red fluorescence kinetic read; Potency, µM (series often up to 57.3 µM), for the others: at the top dose activity, negative = inhibition, most hits filed as inhibitors; 240,000 tested, 0.54% active; AID 2549;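 also: plate controls were vehicle for no effect and no enzyme for full effect; nearly all actives have a fitted effect of over 30% in size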
Target sequence (P46063 whole entry, looked up): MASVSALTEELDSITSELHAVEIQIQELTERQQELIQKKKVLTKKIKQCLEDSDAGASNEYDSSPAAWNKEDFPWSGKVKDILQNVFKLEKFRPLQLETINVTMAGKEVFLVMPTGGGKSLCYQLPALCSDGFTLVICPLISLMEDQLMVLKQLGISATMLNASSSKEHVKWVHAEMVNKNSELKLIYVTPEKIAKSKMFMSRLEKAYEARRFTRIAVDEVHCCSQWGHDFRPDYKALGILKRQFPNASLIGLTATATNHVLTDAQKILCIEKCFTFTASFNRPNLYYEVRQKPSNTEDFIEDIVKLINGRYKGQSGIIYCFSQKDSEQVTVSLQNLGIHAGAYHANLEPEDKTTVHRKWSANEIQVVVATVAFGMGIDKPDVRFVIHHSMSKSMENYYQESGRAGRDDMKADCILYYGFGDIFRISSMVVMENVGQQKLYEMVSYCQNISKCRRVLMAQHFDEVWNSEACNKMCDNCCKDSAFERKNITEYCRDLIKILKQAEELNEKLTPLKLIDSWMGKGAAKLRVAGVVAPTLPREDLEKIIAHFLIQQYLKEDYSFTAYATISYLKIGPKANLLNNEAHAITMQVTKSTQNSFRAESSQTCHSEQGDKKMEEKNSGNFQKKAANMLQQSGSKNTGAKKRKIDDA
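50 nM RECQ1T1 preincubated 15 min with compound in Tris pH 8.0 buffer with MgCl2, DTT, Tween-20 and 2.5 ug/ml poly(dI-dC); started with 200 nM TAMRA/BHQ-2 forked duplex and 2 mM ATP. Unwinding read as fluorescence (525/598 nm), two reads 2 h apart.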
* marks the source's active call; other numbers are inactive results; & = joins results of further samples; [ ] = dose if it differs, or a comment. Unless noted, calls follow the shape of the dose curve; as a rule, active = well fitted curve in the direction sought with a large enough effect; inconclusive = small, poorly fitted or top-dose-only effect, or another doubt; inactive = no such curve, though single readings can be large; an effect the other way counts as inactive or inconclusive. Potency is read from the fitted curve at half-maximal effect. This is a subset; the hit share may differ from the screen's.

How did O=C(Nc1cccc(C(F)(F)F)c1)c1cc2c(=O)c3ccccc3oc2nc1C(F)(F)F do in these assays?
Tau ThT inhib: inconclusive; ALDH1A1 inh: -10%; KinaseGlo FLuc: 5%; SMN2 splice up: 16%; JMJD2E inh: -2%; L3MBTL1 inh: -5%; LMNA splice mod: 4%; RECQ1 inh: -6%

Results for COc1cc(C2C(C(=O)c3ccc(C)o3)=C(O)C(=O)N2Cc2cccnc2)ccc1O (configuration not stated) ?
Tau ThT inhib: -3%&-8%; ALDH1A1 inh: 4%; KinaseGlo FLuc: 2%; SMN2 splice up: -9%; JMJD2E inh: -17%&-14%; L3MBTL1 inh: 1%; LMNA splice mod: -1%; RECQ1 inh: -7%

Results for CCO[C@@H]1OC(C(=O)NCc2nc3ccccc3[nH]2)=C[C@H](c2ccccc2)[C@H]1CCCO ?
Tau ThT inhib: -15%; ALDH1A1 inh: -3%; JMJD2E inh: 11%; L3MBTL1 inh: 43%[activator]; RECQ1 inh: -10%

Results for CCOC(=O)c1c(C)oc2c1c(C=NCCC(=O)O)c(O)c1ccccc12 ?
Tau ThT inhib: 3%; ALDH1A1 inh: inconclusive; KinaseGlo FLuc: 2%; SMN2 splice up: 16%; JMJD2E inh: -19%; L3MBTL1 inh: 16%; RECQ1 inh: 0%

How did COCCCNC(=O)Cn1ncc2c(=O)oc3ccccc3c21 do in these assays?
Tau ThT inhib: -6%; ALDH1A1 inh: 17%; KinaseGlo FLuc: 6%; SMN2 splice up: 4%; JMJD2E inh: 5%; L3MBTL1 inh: -1%; LMNA splice mod: -3%; RECQ1 inh: inactive

What do the screens show for `Cc1cc(C)nc(N/N=C/c2cn[nH]c2-c2ccc(F)cc2)n1`?
Tau ThT inhib: -6%; JMJD2E inh: 3%; L3MBTL1 inh: -10%; RECQ1 inh: inactive

What do the screens show for `O=C(NCc1ccc(F)cc1)C(=O)NCC1OCCN1S(=O)(=O)c1cccs1` (configuration not stated)?
Tau ThT inhib: -6%; ALDH1A1 inh: -10%; KinaseGlo FLuc: -5%; SMN2 splice up: 12%; JMJD2E inh: -9%; L3MBTL1 inh: 2%; LMNA splice mod: inconclusive; RECQ1 inh: inactive

What do the screens show for `CC(C)(C)NC(=O)C1N(c2cccnc2)C(=O)C2C(C(=O)Nc3ccccc3)C3(C)C=CC21O3` (configuration not stated)?
Tau ThT inhib: 9%; ALDH1A1 inh: -15%; KinaseGlo FLuc: 1%; SMN2 splice up: 2%; JMJD2E inh: -5%; LMNA splice mod: -11%; RECQ1 inh: 0%

What do the screens show for `COc1cc(CN2CCN(C(=O)CC(C)C)CC2)cc(OC)c1O`?
Tau ThT inhib: inconclusive; ALDH1A1 inh: -10%; KinaseGlo FLuc: 1%; SMN2 splice up: 9%; JMJD2E inh: inconclusive; L3MBTL1 inh: -5%; LMNA splice mod: -2%; RECQ1 inh: 0%

What do the screens show for `O=C(Sc1ccc(Cl)cc1)c1cccc(Cn2cc(C(F)(F)F)ccc2=O)c1`?
Tau ThT inhib: -10%; ALDH1A1 inh: 1%; JMJD2E inh: -4%; L3MBTL1 inh: -2%; RECQ1 inh: -4%

What do the screens show for `O=S(=O)(c1ccc(OCC(O)CN2CCN(c3ccccc3Cl)CC2)cc1)N1CCOCC1` (configuration not stated)?
Tau ThT inhib: -11%; ALDH1A1 inh: inconclusive; KinaseGlo FLuc: -1%; SMN2 splice up: -48%[inhibitor]; JMJD2E inh: -3%; L3MBTL1 inh: -15%; LMNA splice mod: -9%; RECQ1 inh: 3%

What do the screens show for `O=C(CN1CCS(=O)(=O)CC1)NNC(=O)C1CCCCC1`?
Tau ThT inhib: 9%; ALDH1A1 inh: -9%; KinaseGlo FLuc: 4%; SMN2 splice up: 0%; JMJD2E inh: 2%; L3MBTL1 inh: 6%; LMNA splice mod: -6%[46 µM]; RECQ1 inh: 0%

What do the screens show for `Cc1ccc(C(=O)COC(=O)C2C3C=CC(C3)C2C(=O)OCC(=O)c2ccc(C)c(C)c2)cc1C` (configuration not stated)?
Tau ThT inhib: -12%; ALDH1A1 inh: inconclusive; KinaseGlo FLuc: -2%; SMN2 splice up: -16%; JMJD2E inh: 0%; L3MBTL1 inh: 3%; LMNA splice mod: 10%; RECQ1 inh: inactive

What do the screens show for `Cc1cc(NS(=O)(=O)c2ccc(NC(=O)c3cc4c(=O)n5ccccc5nc4s3)cc2)nc(C)n1`?
Tau ThT inhib: -6%; ALDH1A1 inh: inconclusive; KinaseGlo FLuc: 2%; SMN2 splice up: 10%; JMJD2E inh: inconclusive; L3MBTL1 inh: -23%; LMNA splice mod: -6%[46 µM]; RECQ1 inh: -29%

How did N#C/C(=C\c1cccc(O)c1)c1nc2ccccc2o1 do in these assays?
Tau ThT inhib: inconclusive; JMJD2E inh: inconclusive; L3MBTL1 inh: -3%; RECQ1 inh: -4%

How did Cc1ccc(NC(=O)CSc2nc3ccccc3c(=O)n2CCCN2CCCCC2)cc1Cl do in these assays?
Tau ThT inhib: inconclusive; ALDH1A1 inh: -6%; KinaseGlo FLuc: 0%; SMN2 splice up: -40%[inhibitor]; JMJD2E inh: 0%; RECQ1 inh: 1%

How did CCc1ccc(CN(C)CC(=O)Nc2ccccc2[N+](=O)[O-])cc1 do in these assays?
Tau ThT inhib: -11%; ALDH1A1 inh: 2%; JMJD2E inh: 0%; L3MBTL1 inh: -11%; LMNA splice mod: -2%; RECQ1 inh: -10%

What do the screens show for `CN(C)S(=O)(=O)c1cccc(C(=O)NCc2ccco2)c1`?
Tau ThT inhib: -8%; ALDH1A1 inh: inconclusive; KinaseGlo FLuc: 6%; SMN2 splice up: 15%; JMJD2E inh: 7%; LMNA splice mod: 2%; RECQ1 inh: -12%

Results for O=C(Nc1ccc(NC(=O)c2ccco2)cc1)c1ccc2c(c1)OCO2 ?
Tau ThT inhib: inconclusive; ALDH1A1 inh: inconclusive; KinaseGlo FLuc: inconclusive; SMN2 splice up: 12%; JMJD2E inh: -15%; LMNA splice mod: -15%; RECQ1 inh: 5%

How did CNC(=O)C1CC(=O)N(CCc2ccc(OC)cc2)C(=Nc2ccc(OC)cc2)S1 (configuration not stated) do in these assays?
Tau ThT inhib: 0%; ALDH1A1 inh: 2%; KinaseGlo FLuc: 1%; SMN2 splice up: -1%; JMJD2E inh: -4%; L3MBTL1 inh: 10%; LMNA splice mod: -5%; RECQ1 inh: inactive

Results for S=C(Nc1ccc(Oc2ccccc2)cc1)NC1CCCC1 ?
Tau ThT inhib: -11%; ALDH1A1 inh: -10%; KinaseGlo FLuc: 6%; SMN2 splice up: inconclusive; JMJD2E inh: 2%; L3MBTL1 inh: -3%; LMNA splice mod: -33%; RECQ1 inh: -3%

How did CCN1CCN(C2CC(=O)NC2=O)CC1 (configuration not stated) do in these assays?
Tau ThT inhib: -11%; ALDH1A1 inh: 9%; KinaseGlo FLuc: 1%; SMN2 splice up: -18%; JMJD2E inh: -11%; RECQ1 inh: -1%

How did CC1CCCN(S(=O)(=O)c2ccc(S(=O)(=O)N3CCCN(Cc4ccccc4)C3)cc2)C1 (configuration not stated) do in these assays?
Tau ThT inhib: -2%; ALDH1A1 inh: -6%; KinaseGlo FLuc: -4%; SMN2 splice up: 11%; JMJD2E inh: 5%; L3MBTL1 inh: -2%; LMNA splice mod: -2%; RECQ1 inh: -7%

Results for COCCCNS(=O)(=O)c1ccc(Cl)c(C(F)(F)F)c1 ?
Tau ThT inhib: -3%; ALDH1A1 inh: -4%; KinaseGlo FLuc: 0%; SMN2 splice up: 1%; JMJD2E inh: 11%; L3MBTL1 inh: inconclusive; LMNA splice mod: 4%[46 µM]; RECQ1 inh: inactive

Results for COc1ccc(CCNC(=O)COc2ccc(N(C)S(=O)(=O)c3ccc(C)cc3)cc2)cc1OC ?
Tau ThT inhib: -15%; ALDH1A1 inh: inconclusive; JMJD2E inh: 18%; RECQ1 inh: -5%

How did COCCn1nnnc1C(C(C)C)N(Cc1cccnc1)Cc1cc2cc(OC)ccc2[nH]c1=O (configuration not stated) do in these assays?
Tau ThT inhib: -4%; ALDH1A1 inh: -13%; KinaseGlo FLuc: -1%; SMN2 splice up: 10%; JMJD2E inh: inconclusive; LMNA splice mod: 11%; RECQ1 inh: -2%

How did Cc1ccc(C)c(S(=O)(=O)NCC(=O)Nc2sc3c(c2C(N)=O)CCC(C)C3)c1 (configuration not stated) do in these assays?
Tau ThT inhib: inconclusive; ALDH1A1 inh: inconclusive; KinaseGlo FLuc: -7%; SMN2 splice up: 67%; JMJD2E inh: inconclusive; LMNA splice mod: 11%; RECQ1 inh: -9%

What do the screens show for `Nc1nc(-c2ccco2)nn1C(=O)c1ccc(F)cc1`?
Tau ThT inhib: inconclusive; ALDH1A1 inh: -4%; KinaseGlo FLuc: 1%; SMN2 splice up: 7%; JMJD2E inh: -9%; RECQ1 inh: -2%

How did Cc1nnc(SCC(=O)NC(C)(C)C)n1C1CCCCC1 do in these assays?
Tau ThT inhib: 4%; ALDH1A1 inh: 11%; KinaseGlo FLuc: 2%; SMN2 splice up: -10%; JMJD2E inh: 9%; L3MBTL1 inh: 2%; LMNA splice mod: 4%; RECQ1 inh: 0%

How did CCC(C)(C)NC(=O)COc1ccc(C(=O)c2ccccc2)cc1 do in these assays?
Tau ThT inhib: -5%; ALDH1A1 inh: -3%; KinaseGlo FLuc: 1%; SMN2 splice up: -28%; JMJD2E inh: -2%; L3MBTL1 inh: -5%; LMNA splice mod: 1%[46 µM]; RECQ1 inh: -6%

How did COc1cccc(-n2c(Cc3cc(=O)[nH]c(=O)[nH]3)nnc2SCc2cccnc2)c1 do in these assays?
Tau ThT inhib: -1%; ALDH1A1 inh: -3%; KinaseGlo FLuc: 2%; SMN2 splice up: 2%; JMJD2E inh: 5%; L3MBTL1 inh: 0%; LMNA splice mod: -4%; RECQ1 inh: -11%

Screens from PubChem.
